HKDC1 inh: blocks human hexokinase HKDC1 activity | Q2TB90 | inhibition, % at 20 µM | recombinant HKDC1, G6PDH/diaphorase resazurin coupled fluorescence | 340,000 tested, 0.16% active;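 active = inhibition above about 35% when tested at 20 µM, limit read from the data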;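 also: plate controls were DMSO wells with enzyme for no effect and DMSO wells lacking enzyme for full effect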
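Assay system – recombinant HKDC1 (HK5) hexokinase enzyme, produced in-house · Input – HKDC1 at 5 µg/mL · Reagent – glucose plus 1 mM ATP as hexokinase substrates · Timing – 90 min reaction incubation at room temperature, dark · Measured by – G6PDH/diaphorase-coupled fluorescence, 1 mM NADP, 100 µM resazurin, 525/613 nm · Benchmarks – DMSO-enzyme wells negative, buffer-substituted wells positive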
Apaf1 inhib: blocks human Apaf-1 apoptosome activity | inhibition, % at 20 µM | 330,000 tested, 0.71% active | reconstituted apoptosome caspase-3 activity, DEVD-Rh110 fluorescence | O14727; active = inhibition of at least 40% at 20 µM;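 also: plate controls were DMSO wells for no effect and DEVD-CHO caspase inhibitor wells for full effect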
Target sequence (O14727 whole entry, looked up): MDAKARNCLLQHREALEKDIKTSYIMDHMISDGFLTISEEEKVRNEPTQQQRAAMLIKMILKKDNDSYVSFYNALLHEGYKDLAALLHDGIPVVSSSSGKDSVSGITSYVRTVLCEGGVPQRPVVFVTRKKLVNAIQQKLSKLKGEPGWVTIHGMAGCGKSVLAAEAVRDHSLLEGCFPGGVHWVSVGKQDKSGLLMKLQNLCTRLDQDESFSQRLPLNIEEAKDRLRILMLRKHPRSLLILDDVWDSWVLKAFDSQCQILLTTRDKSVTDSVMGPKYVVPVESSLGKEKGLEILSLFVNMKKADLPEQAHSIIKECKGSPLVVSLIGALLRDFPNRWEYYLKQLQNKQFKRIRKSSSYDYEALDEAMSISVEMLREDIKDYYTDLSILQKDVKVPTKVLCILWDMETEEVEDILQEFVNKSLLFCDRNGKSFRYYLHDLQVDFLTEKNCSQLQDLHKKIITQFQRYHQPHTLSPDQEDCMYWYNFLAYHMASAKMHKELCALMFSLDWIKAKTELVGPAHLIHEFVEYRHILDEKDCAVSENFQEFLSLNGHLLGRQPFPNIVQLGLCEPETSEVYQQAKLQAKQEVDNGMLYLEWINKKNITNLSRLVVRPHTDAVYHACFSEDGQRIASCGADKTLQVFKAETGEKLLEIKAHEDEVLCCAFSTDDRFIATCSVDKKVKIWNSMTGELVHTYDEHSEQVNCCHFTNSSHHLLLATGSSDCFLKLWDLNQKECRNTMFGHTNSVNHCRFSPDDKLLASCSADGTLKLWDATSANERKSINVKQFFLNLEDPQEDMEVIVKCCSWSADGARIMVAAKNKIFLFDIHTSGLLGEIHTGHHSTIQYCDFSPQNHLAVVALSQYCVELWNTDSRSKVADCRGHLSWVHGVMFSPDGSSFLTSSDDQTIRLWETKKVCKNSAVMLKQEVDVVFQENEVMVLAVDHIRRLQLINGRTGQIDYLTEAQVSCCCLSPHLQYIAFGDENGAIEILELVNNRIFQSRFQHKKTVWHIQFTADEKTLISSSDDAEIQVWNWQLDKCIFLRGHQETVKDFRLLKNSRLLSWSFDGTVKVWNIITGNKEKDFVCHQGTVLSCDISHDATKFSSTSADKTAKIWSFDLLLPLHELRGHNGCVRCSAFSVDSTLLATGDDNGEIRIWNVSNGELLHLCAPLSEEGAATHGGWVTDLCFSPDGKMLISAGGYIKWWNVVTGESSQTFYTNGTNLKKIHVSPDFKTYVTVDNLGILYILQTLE
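System: Apoptosome proteins | Medium: Hepes pH 7.5 with detergent and BSA | Also added: Cytochrome c trigger plus (Z-DEVD)2-Rh110 caspase-3 substrate | Incubation: 30 min compound preincubation, 50 min activation, room temperature | Detection: Rhodamine 110 fluorescence at Ex 480/Em 540 nm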
PfGluPho inh: PfG6PD (Plasmodium falciparum) enzyme inhibition; PfGluPho enzyme, NADPH resazurin-diaphorase fluorescence; AID 504690; 350,000 tested, 0.78% active; inhibition, % at 20 µM;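 active = inhibition reaching at least a set limit at 20 µM in the primary screen, cut at about 59% in these data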;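 also: 0% = DMSO wells with substrate and 100% = DMSO wells lacking glucose-6-phosphate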
SENP6 block: SENP6 protease inhibition | inhibition, % at 10 µM | Recombinant SENP6 catalytic domain, aminoluciferin luminescence | 330,000 tested, 1.8% active;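 active = inhibition above about 50% at the single tested dose, limit read from the data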;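 also: plate controls were DMSO wells with enzyme for no effect and DMSO wells lacking enzyme for full effect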
NLRP3 yeast inh: NALP3 inhibition in yeast; Yeast reconstituted NLRP3/ASC/caspase-1, beta-gal luminescence, 24 h; 330,000 tested, 0.39% active; inhibition, % at 10 µM;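 active = inhibition of 50% or more; inactive = inhibition below 50%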;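 also: plate controls were induced DMSO wells for no effect and uninduced yeast grown without galactose for full effect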
SENP1 inh: blocks the human SENP1 SUMO protease catalytic domain; Q9P0U3; recombinant SENP1 catalytic domain, CyPet-SUMO1-YPet FRET cleavage; inhibition, % at 10 µM; 360,000 tested, 0.21% active; AID 624204;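 active = inhibition at least 30% at 10 µM, raw YFP signal under a set limit, fluorescence ratio 0.5 to 1.5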;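 also: 0% = enzyme with DMSO and 100% = no enzyme wells; some results filed as inactive read as strong as hits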
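Assay system – human recombinant His6-tagged SENP1 catalytic domain enzyme · Input – SENP1 enzyme, 20 pM final · Buffer or medium – Tris pH 8 buffer plus EDTA, NaCl, BME, BSA, NP40, catalase · Schedule – 50 min reaction at room temperature · Technique – FRET read of cyan and yellow fluorescence · Control set – no-enzyme wells low, DMSO-plus-enzyme wells high control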
SENP7 block: inhibitors of human SENP7 protease; Q9BQF6; recombinant SENP7, Z-RLRGG-aminoluciferin luminescence, 40 min; inhibition, % at 5 µM; 330,000 tested, 1.5% active;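 active = inhibition above about 50% at the single test dose, limit read from the data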;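 also: plate controls were DMSO with enzyme for no effect and no enzyme buffer wells for full effect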
SENP8 block-1: inhibitors of human SENP8 protease. Q96LD8. inhibition, % at 10 µM. purified SENP8, Z-RLRGG-aminoluciferin cleavage, luminescence. AID 2540. 330,000 tested, 1.2% active; in the data active = inhibition above about 50%
SENP8 block-2: SENP8 (human) protease inhibition | Q96LD8 | recombinant SENP8, Nedd8 substrate fluorescence | inhibition, % at 20 µM | 360,000 tested, 0.64% active | AID 602440; in the data active = inhibition mostly above about 40%, no sharp cut-off; inactive = mostly below about 27%
The depositor's hits bear a star; i = inactive; · = not tested or not shown.

The first 15 compounds, ahead of the listing:
mol,HKDC1 inh,Apaf1 inhib,PfGluPho inh,SENP6 block,NLRP3 yeast inh,SENP1 inh,SENP7 block,SENP8 block-1,SENP8 block-2
CN(C)c1ccc(CNC(=O)CCS(=O)(=O)c2ccc3c(c2)n(C)c(=O)c(=O)n3C)cc1,3,-8,5,-2,13,0,-1,4,-17
COc1ccc(CCNC(=O)c2coc3ccccc3c2=O)cc1OC,-3,6,9,4,24,-7,5,-4,-12
CC(=O)c1c(C)[nH]c(C(=O)Nc2ccc(F)c(F)c2F)c1C,-6,4,4,-18,0,1,6,-6,-26
CC(C)CNC(=O)c1cnn2c(C(F)(F)F)cc(C(F)(F)F)nc12,0,-17,-4,-13,20,-1,4,-1,6
COc1ccc(NS(=O)(=O)c2cc(NC(=O)Cc3cccs3)ccc2C)cc1,-5,16,0,-4,5,1,-4,0,22
CCOC(=O)C1CCN(C(c2ccccn2)c2c(C)[nH]c3ccccc23)CC1 (stereo not drawn),6,-1,-3,-21,25,-1,3,-1,-37
S=C(NCCc1ccccc1)Nc1ccccc1Cl,1,3,2,3,30,-1,-2,0,15
CCOCCCN(C(=O)CCC(=O)Nc1cc(C)on1)C(C(=O)NC(C)(C)CC)c1cccc(OC)c1OC (stereo not drawn),-6,1,1,-14,0,2,7,3,3
COc1ccc(-c2nc3ccccn3c2NCc2ccc3c(c2)OCO3)cc1,5,10,13,27,16,-23,5,2,i
Cc1noc(C)c1COC(=O)Cn1c(C)nc2ccccc21,-2,-6,9,6,-6,1,9,7,6
NC(=O)C1CC2(C1)CC(C(N)=O)C2 (stereo not drawn),-11,·,-11,·,·,-1,·,·,5
Cc1ccc(-n2c(C)cn(C(=O)c3ccccc3)c2=S)cc1,-2,5,-8,-16,14,3,-10,-4,-208
COc1cccc(NC(=O)C(C)NS(=O)(=O)c2ccc(Br)cc2)c1 (stereo not drawn),-7,1,18,-3,0,2,-5,6,4
Oc1ccccc1-n1nc2ccc3nonc3c2n1,0,-20,-5,12,7,3,0,-3,16
CC(=O)N1CCC[C@H]1C(=O)O,-2,-6,-5,11,4,2,7,9,-3

The listing, from the start:
mol,HKDC1 inh,Apaf1 inhib,PfGluPho inh,SENP6 block,NLRP3 yeast inh,SENP1 inh,SENP7 block,SENP8 block-1,SENP8 block-2
CN(C)c1ccc(CNC(=O)CCS(=O)(=O)c2ccc3c(c2)n(C)c(=O)c(=O)n3C)cc1,3,-8,5,-2,13,0,-1,4,-17
COc1ccc(CCNC(=O)c2coc3ccccc3c2=O)cc1OC,-3,6,9,4,24,-7,5,-4,-12
CC(=O)c1c(C)[nH]c(C(=O)Nc2ccc(F)c(F)c2F)c1C,-6,4,4,-18,0,1,6,-6,-26
CC(C)CNC(=O)c1cnn2c(C(F)(F)F)cc(C(F)(F)F)nc12,0,-17,-4,-13,20,-1,4,-1,6
COc1ccc(NS(=O)(=O)c2cc(NC(=O)Cc3cccs3)ccc2C)cc1,-5,16,0,-4,5,1,-4,0,22
CCOC(=O)C1CCN(C(c2ccccn2)c2c(C)[nH]c3ccccc23)CC1 (stereo not drawn),6,-1,-3,-21,25,-1,3,-1,-37
S=C(NCCc1ccccc1)Nc1ccccc1Cl,1,3,2,3,30,-1,-2,0,15
CCOCCCN(C(=O)CCC(=O)Nc1cc(C)on1)C(C(=O)NC(C)(C)CC)c1cccc(OC)c1OC (stereo not drawn),-6,1,1,-14,0,2,7,3,3
COc1ccc(-c2nc3ccccn3c2NCc2ccc3c(c2)OCO3)cc1,5,10,13,27,16,-23,5,2,i
Cc1noc(C)c1COC(=O)Cn1c(C)nc2ccccc21,-2,-6,9,6,-6,1,9,7,6
NC(=O)C1CC2(C1)CC(C(N)=O)C2 (stereo not drawn),-11,·,-11,·,·,-1,·,·,5
Cc1ccc(-n2c(C)cn(C(=O)c3ccccc3)c2=S)cc1,-2,5,-8,-16,14,3,-10,-4,-208
COc1cccc(NC(=O)C(C)NS(=O)(=O)c2ccc(Br)cc2)c1 (stereo not drawn),-7,1,18,-3,0,2,-5,6,4
Oc1ccccc1-n1nc2ccc3nonc3c2n1,0,-20,-5,12,7,3,0,-3,16
CC(=O)N1CCC[C@H]1C(=O)O,-2,-6,-5,11,4,2,7,9,-3
Cc1nc([N+](=O)[O-])cn1CC(=O)NCCCO,11,-4,-28,5,4,-2,6,2,16
CC(C)N(C(=O)COC(=O)Cn1cnc2ccccc21)c1ccccc1,-5,1,8,9,6,1,6,5,9
Nc1[nH]nc2c1NN(c1ccc(Cl)cc1Cl)N2,-2,21,-11,65*,4,1,39,37,15
CCCCOC(=O)N1CCOCCOCCOCC1,-4,-7,-9,-11,6,3,3,10,11
COc1ccc(-n2c(COc3cccc(C)c3)n[nH]c2=S)cc1,-5,-2,23,0,23,2,4,3,17
CCC1(c2ccc(F)cc2)NC(=O)N(CC(=O)NC2CCCC(C)C2C)C1=O (stereo not drawn),-7,0,-2,-8,3,-1,9,4,-1
CCOC(=O)CCCn1ncn2c(cc3occc32)c1=O,-2,1,9,7,16,0,5,5,13
COc1ccc(S(=O)(=O)NCCCCCC(=O)NCCCN2CCOCC2)cc1,2,7,-6,-6,0,-2,-10,-7,21
COc1cccc(OCCCOc2ccc([N+](=O)[O-])cc2Cl)c1,0,14,21,-2,20,1,-2,-3,22
Cc1ccc(-c2cccc(NC(=O)C3C4C=CC(C4)C3C(=O)O)c2)o1 (stereo not drawn),2,-11,21,-3,9,-4,-4,4,-23
CCOc1ccc(S(=O)(=O)n2cc(F)c(=O)[nH]c2=O)cc1[N+](=O)[O-],-1,8,-31,-7,13,2,-5,-6,9
Cc1oc(/C=N/NC(=O)CN(c2ccccc2Br)S(C)(=O)=O)cc1Br,-7,6,0,3,16,2,7,3,6
C/C(=N/OC(=O)c1c(-c2ccccc2Cl)noc1C)c1cnccn1,0,1,-15,0,-9,0,-9,-1,19
Cc1ccc(NC(=O)CC(C(=O)O)c2ccccc2)cc1 (stereo not drawn),-11,4,-3,2,11,2,-6,-6,26
CCOc1cc(C(=O)OC(C)C(=O)Nc2ccc(NC(C)=O)cc2)ccc1OCC(=O)N1CCCCC1 (stereo not drawn),-5,1,-8,5,9,1,-1,9,2
Cc1ccc(CNC(=O)Nc2ccc(F)cc2)n1C,2,·,11,·,·,-11,·,·,-8
Cc1c(Br)cccc1NC(=O)c1sccc1-n1cccc1,2,10,11,-4,19,0,6,8,26
COC(=O)CN(c1cc(Cl)ccc1OC)S(=O)(=O)c1ccc(C)cc1,1,-5,-8,-6,-8,0,-1,1,17
CCOc1ccc(-c2nc3scc(-c4cccs4)c3c(=O)[nH]2)cc1,-1,9,-12,-1,8,-26,-4,0,-425
COc1ccc(O)c(C2=Nc3ccccc3N=C(c3ccccc3)C2)c1,-5,-3,0,6,4,16,5,3,35
COc1ccc(CN2CCCC(N3CCc4ccccc4C3)C2)c(O)c1 (stereo not drawn),1,0,9,-5,12,-4,-10,-6,11
CCc1nnc(NS(=O)(=O)c2ccc(NC(=S)NC(=O)c3ccc(OC)c(OC)c3)cc2)s1,12,4,-15,-8,16,1,6,-9,6
CCOC(=O)C(O)C1CCc2c([nH]c3ccc(C)cc23)C1=O (stereo not drawn),16,0,5,-22,10,-1,-2,2,-346
CC1=CC(C)[C@@H]2COC(c3ccc(O)cc3)[C@H]1C2C (stereo partly drawn),-1,14,2,-15,12,1,-6,-6,17
COc1ccc(CNC(=O)CNC(=O)[C@@H]2Cc3ccccc3CN2)cc1,-2,1,0,17,12,0,-2,-1,-2
COc1ccc(NC(=O)Nc2cccc3c2O[C@H](CN(C)C(=O)Nc2ccccc2)[C@@H](C)CN([C@H](C)CO)C3=O)cc1,0,10,3,-5,12,1,3,-4,9
CCC(C)NC(=O)/C(=C/c1ccco1)c1ccccc1 (stereo not drawn),3,6,20,-9,21,3,-5,-4,-19
CCOC(=O)N1CCN(c2nc(C(F)(F)F)nc3c(C)cc(C)cc23)CC1,8,26,-2,1,23,1,-6,-7,-12
Cc1ccc(Cn2ccc(=O)c(OCc3ccccc3)c2C)cc1,-1,3,-2,-12,4,3,-7,-2,16
Cc1ccc2nc(-c3ccccc3)cc(C(=O)N(C)CC(=O)Nc3ccccc3Br)c2c1,1,23,16,-12,29,-1,6,-10,-51
CCCC(=O)Nc1ccc(C(=O)n2nnc3ccccc32)cc1,1,12,2,-6,-3,4,0,-16,10
COc1ccc(CN(C)C(=O)c2cc(S(=O)(=O)Nc3ccccc3F)ccc2C)c(OC)c1,1,11,-26,-2,-4,2,-12,-3,11
COc1ccc(OC)c(NC(=O)CSc2nc3n[nH]c(C)c3c(=N)n2-c2cccc(Cl)c2C)c1,-1,8,0,-10,3,5,-6,-1,7
CCOC(=O)Nc1nnc(-c2ccc(OC)cc2)s1,-9,0,14,-5,36,-2,0,-3,-116
COc1cccc(NC(=S)/C(=C(\[O-])c2ccc([N+](=O)[O-])cc2)[n+]2ccccc2)c1,0,-9,7,3,-8,-7,-3,-4,14

Continuation.
mol,HKDC1 inh,Apaf1 inhib,PfGluPho inh,SENP6 block,NLRP3 yeast inh,SENP1 inh,SENP7 block,SENP8 block-1,SENP8 block-2
O=C(Cc1ccc(S(=O)(=O)N2CCOCC2)s1)N1CCN(S(=O)(=O)c2ccc(Cl)cc2)CC1,1,4,7,1,3,-5,9,3,-16
CCOC(=O)C1C2C=CC(CC2)N1c1ccccc1 (stereo not drawn),-5,0,0,-5,17,4,0,2,18
CCC(C)N(C(=O)COc1ccccc1C#N)C1CCS(=O)(=O)C1 (stereo not drawn),-4,-7,3,-1,13,-1,0,9,0
CC(NC(=S)NCCc1ccccc1)C(c1cccs1)N1CCN(Cc2ccccc2)CC1 (stereo not drawn),-1,27,21,-22,21,-1,10,-14,10
CCCC(=O)Nc1ccc(-c2nc3ncccc3o2)cc1,-1,-1,12,-20,22,-1,6,-3,-306
C/C(N)=C(/C#N)C(=O)COC(=O)c1ccncc1,2,4,1,-13,5,-15,0,-4,0
CCn1c(CNC(=O)c2ccccc2F)nnc1SCC(=O)NC1CCCCC1C (stereo not drawn),-5,-5,5,-8,13,0,-12,-4,6
